POLK inh = blocks human DNA polymerase kappa activity; Q9UBT6; Potency, µM (highest dose often 107 µM), for inactives: top-dose activity, negative = inhibition, usual class: inhibitors; actives 0.53% (n = 400,000); purified Pol kappa, fluorescent DNA synthesis assay, 10 min; also: potency is read from the fitted curve at half-maximal effect; % is scaled to controls: 0 for no effect and ±100 for the full control effect
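Pol kappa 10 nM + cpd, 15 min RT; start w/ substrate 50 nM final; fluorescence kinetic read, 0 and 10 min. Neg ctrl: buffer, no enzyme.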
Pol iota inh = blocks human DNA polymerase iota activity | Pol iota fluorescent replication assay, 10 min | Q9UNA4 | Potency, µM (highest dose often 115 µM), for inactives: top-dose activity, negative = inhibition, hits mostly inhibitors | actives 1% (n = 390,000); also: potency is read from the fitted curve at half-maximal effect
Target sequence (Q9UNA4 whole entry, looked up): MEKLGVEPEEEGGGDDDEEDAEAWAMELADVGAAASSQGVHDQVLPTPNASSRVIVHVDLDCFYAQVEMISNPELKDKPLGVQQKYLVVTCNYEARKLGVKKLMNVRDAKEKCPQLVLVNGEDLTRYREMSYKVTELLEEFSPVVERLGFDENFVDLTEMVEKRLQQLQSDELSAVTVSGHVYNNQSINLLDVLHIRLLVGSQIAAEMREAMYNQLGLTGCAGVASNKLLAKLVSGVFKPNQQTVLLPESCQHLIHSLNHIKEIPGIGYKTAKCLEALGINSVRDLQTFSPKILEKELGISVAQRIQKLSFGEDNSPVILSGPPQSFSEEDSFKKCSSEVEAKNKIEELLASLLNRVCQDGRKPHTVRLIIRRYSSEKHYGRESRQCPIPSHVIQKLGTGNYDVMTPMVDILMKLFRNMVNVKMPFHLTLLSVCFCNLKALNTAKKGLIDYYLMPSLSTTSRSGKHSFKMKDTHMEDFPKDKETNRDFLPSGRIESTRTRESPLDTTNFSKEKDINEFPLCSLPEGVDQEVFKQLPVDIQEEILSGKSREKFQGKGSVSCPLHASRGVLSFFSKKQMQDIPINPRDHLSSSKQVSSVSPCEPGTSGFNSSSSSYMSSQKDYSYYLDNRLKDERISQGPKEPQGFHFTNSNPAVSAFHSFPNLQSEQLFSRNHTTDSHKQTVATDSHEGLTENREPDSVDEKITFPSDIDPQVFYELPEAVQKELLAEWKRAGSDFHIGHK
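Fluorescent replication assay read twice, at 0 min and 10 min after adding 50 nM (final) substrate. Enzyme (10 nM) and compounds were first incubated 15 min at room temperature; enzyme-free buffer wells were negative controls.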
APE1 inh = APE1 (human) endonuclease inhibition. recombinant APE1, TAMRA/BHQ-2 abasic DNA cleavage fluorescence. Potency, µM (top dose mostly 65.8 µM), for inactives: at the highest dose activity change, negative = inhibition, most hits filed as inhibitors. actives 0.35% (n = 350,000). AID 2517;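 also: potency is read from the fitted curve at half-maximal effect; plate controls were vehicle for no effect and reference inhibitor for full effect; nearly all actives have a fitted effect of over 55% in size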
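Activity was derived from the fluorescence gain between first and third kinetic reads (60 s intervals, ex 525/em 598 nm) after 50 nM THF-abasic TAMRA/BHQ-2 duplex was added to 0.75 nM APE1 preincubated 15 min with compound.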
Tb PGK inh = blocks T. brucei phosphoglycerate kinase; P07378; Potency, µM (titrated, usually from 57.5 µM), for the others: at the top dose activity change, negative = inhibition, actives largely listed as inhibitors; actives 0.043% (n = 380,000); PGK/GAPDH coupled, Kinase-Glo luminescence, 60 min; also: potency is read from the fitted curve at half-maximal effect; % is scaled to controls: 0 for no effect and ±100 for the full control effect; nearly all actives have a fitted effect of over 60% in size
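Luminescent ATP detection (Kinase-Glo Plus) follows a 60-minute room-temperature incubation, with wells lacking PGK as controls. Buffer: 100 mM TEA (pH 7.6), 5 mM MgCl2, 0.01% Tween-20. Coupling enzyme GAPDH (100 nM final) supplies unstable 1,3-BPG in-well.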
RXFP1 antagonist = blocks the human relaxin receptor RXFP1 | Q9HBX9 | HEK293-RXFP1, relaxin-stimulated cAMP HTRF, 30 min; stronger effect = lower value | activity change, negative = inhibition, % at 57.5 µM | actives 0.59% (n = 350,000) | AID 1259400;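 active = activity change of -60% or lower, but not beyond a set lower limit; inconclusive = change between -60% and -40%, or beyond the set limit; inactive = change above -40%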; also: % is scaled to controls: 0 for no effect and ±100 for the full control effect
BLM helicase inh = blocks DNA unwinding by human BLM helicase; P54132; recombinant BLM DNA unwinding, fluorescence dequenching; Potency, µM (top dose mostly 56.1 µM), for inactives: at the top dose activity change, negative = inhibition, usual class: inhibitors; actives 0.2% (n = 350,000);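 also: potency is read from the fitted curve at half-maximal effect; plate controls were vehicle for no effect and no enzyme for full effect; nearly all actives have a fitted effect of over 35% in size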
POLB inh = blocks human DNA polymerase beta activity | P06746 | Pol beta primer extension/strand displacement, fluorescence kinetic | Potency, µM (top dose mostly 114 µM), inactives show top-dose activity change, negative = inhibition, actives largely listed as inhibitors | actives 1.3% (n = 340,000) | AID 485314; also: potency is read from the fitted curve at half-maximal effect; % is scaled to controls: 0 for no effect and ±100 for the full control effect
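Homogeneous kinetic assay of primer extension and strand displacement by 10 nM Pol beta, preincubated 15 min at room temperature with compound before 50 nM substrate (final) was added. Read at 0 and 10 min; four-parameter Hill fit.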
Anesthetic bind = binds horse apoferritin like a general anesthetic; apoferritin/1-aminoanthracene competitive binding, fluorescence; Potency, µM (doses to about 77.5 µM), for inactives: top-dose activity change, negative = displacement, usual class: inhibitors; actives 0.074% (n = 350,000); AID 485281; also: potency is read from the fitted curve at half-maximal effect; % is scaled to controls: 0 for no effect and ±100 for the full control effect; nearly all actives have a fitted effect of over 20% in size
Target sequence (P02791 2-175 limits assumed): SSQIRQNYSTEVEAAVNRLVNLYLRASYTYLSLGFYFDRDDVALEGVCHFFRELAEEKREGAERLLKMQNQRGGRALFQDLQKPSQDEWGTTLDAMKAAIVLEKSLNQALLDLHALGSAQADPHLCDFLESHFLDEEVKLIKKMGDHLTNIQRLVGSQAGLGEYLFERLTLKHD
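In PBS, apoferritin at 10 uM is loaded with 1-AMA from a 50% saturated solution. After 10 min of compound exposure at ambient temperature, reduced 535 nm fluorescence indicates probe displacement.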
Pol eta inh = inhibitors of human DNA polymerase eta | recombinant Pol eta, fluorescent DNA replication assay | Potency, µM (highest dose often 114 µM), for the others: at the top dose activity change, negative = inhibition, most hits filed as inhibitors | Q9Y253 | actives 1.2% (n = 390,000) | AID 588591; also: potency is read from the fitted curve at half-maximal effect; % is scaled to controls: 0 for no effect and ±100 for the full control effect
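Pol eta (10 nM) was preincubated with compounds for 15 min at room temperature, after which fluorescent replication substrate (50 nM final) was added to start the reaction. Fluorescence was read kinetically at 0 and 10 min.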
Active calls of the source: *; i = inactive; ? = inconclusive; . = no result given; [ ] = remark or other dose. Unless noted, calls follow the shape of the dose curve; as a rule, active = well fitted curve in the direction sought with a large enough effect; inconclusive = small, poorly fitted or top-dose-only effect, or another doubt; inactive = no such curve, though single readings can be large; an effect the other way counts as inactive or inconclusive.

SMILES	POLK inh	Pol iota inh	APE1 inh	Tb PGK inh	RXFP1 antagonist	BLM helicase inh	POLB inh	Anesthetic bind	Pol eta inh
O=C1C2C(C(=O)N1/N=C/c1cc([N+](=O)[O-])ccc1O)C1C=CC2C12CC2 (stereo not drawn)	-1%	-3%	3%	i	-7	-1%	4%	?	8%
Cc1ccc(CNc2nc(N)c([N+](=O)[O-])c(NCCO)n2)cc1	19%	-27%	-2%	-6%	1	-1%	-1%	0%	-13%
CC(C)C(O)(C(=O)NNc1ccccc1)C(C)C	5%	105%[activator]	3%	4%	-3	-7%	-10%	-4%	-19%
Cc1cc(C)c2cc(CN(CC3CCCO3)C(=S)NCc3ccco3)c(=O)[nH]c2c1 (stereo not drawn)	-7%	30%[activator]	-6%	1%	-4	-6%	2%	-15%	0%
Cc1cc(N2CC(C(=O)Nc3nccs3)CC2=O)ccc1C(C)C (stereo not drawn)	3%	8%	4%	-3%	-6	-3%	1%	?	1%
O=c1[nH]n(-c2cccc3cccnc23)c(=O)c2ccccc12	-13%	21%	-2%	-5%	-5	-5%	-16%	?	7%
Cc1ccccc1-c1cc(C(=O)NCc2ccc3c(c2)OCO3)nn1CC1CC(c2cccc([N+](=O)[O-])c2)=NO1 (stereo not drawn)	-4%	-6%	-4%	-7%	.	.	.	.	1%
Cc1ccc(CO/N=C\Cc2snc(Sc3ncc(C(F)(F)F)cc3Cl)c2C#N)cc1	-10%	48%[activator]	2%	-4%	-12	-13%	21%	?	-3%
COC(=O)c1ccc(C(=O)N2CCCC(N3CCN(c4ccc(F)cc4)CC3)C2)nc1 (stereo not drawn)	-9%	38%[activator]	26%	4%	0	-4%	39%	-4%	3%
CCN(CCn1cccn1)Cc1nc(Cc2cccc(F)c2)no1	-1%	-9%	4%	9%	-5	-2%	40%	-6%	-9%
CCCCNC(=O)COCc1cc(-c2ccc3c(c2)OCO3)on1	0%	35%[activator]	10%	-4%	3	-4%	3%	-13%	-23%
CCOC(=O)Cc1csc(N/C(=N/S(=O)(=O)c2ccc(Cl)cc2)c2ccccc2)n1	0%	-3%	5%	i	13	-8%	3%	?	-11%
COc1ccccc1N(CC(=O)NCc1ccccc1)C(=O)CCC(=O)Nc1ccccn1	-1%	-17%[58.9 µM]	9%	-1%	3	3%	1%	-9%	8%
COc1ccc(CC(=O)OCC(=O)Nc2ccc(Br)cc2)cc1	-8%	?	1%	.	-1	-2%	14%	-16%	-6%
Cc1nc2c(C(=O)NCc3ccc(F)cc3)c[nH]n2c(=O)c1Cl	-11%	-23%[58.9 µM]	-2%	?	-13	-7%	6%	-7%	-5%
O=C(c1ccc2c(c1)OCO2)C1CCCN(Cc2cn[nH]c2-c2ccccc2)C1 (stereo not drawn)	8%	11%	0%	-2%	-7	0%	-23%	-3%	-23%
CC(=O)Nc1ccc(/C=N/NC(=O)CNC(=O)c2ccccc2)cc1	-3%	188%[activator]	15%	-8%	1	-2%	6%	?	-16%
O=C(CSc1nc2[nH]ncc2c(=O)[nH]1)NCc1ccccc1Cl	-2%	11%	0%	-2%	-7	2%	0%	6%	-18%
CCc1ccccc1NC(=O)c1ccc2c(SCC(=O)O)c3c(nc2c1)CCC3	-7%	?	.	-4%	.	1%	0%	-13%	7%
O=C(Nc1ncn[nH]1)c1cccc(F)c1	7%	28%	34%	-2%	.	.	.	.	-16%
CC1(C)Cc2c(C#N)c(OCC(=O)c3ccccc3)nc(-c3ccoc3)c2CO1	-9%	8%	11%	-1%	-1	-6%	26%	-22%	11%
COc1ccc(-c2[nH]ncc2CN(CCO)Cc2cccs2)c(F)c1	-3%	120%[activator]	20%	6%	-2	-2%	-18%	-7%	-7%
COCCn1cnc2c1c(=O)n(CC(=O)OCC(=O)NCCCc1ccccc1)c(=O)n2Cc1ccccc1	5%	17%	?	i	-13	2%	21%	-10%	-18%
CC1(C)CC(=O)C(C=Nc2ccc(Cl)cn2)=C(O)C1	-7%	-1%	-4%	-5%	0	-5%	7%	-9%	4%
COc1ccc(N2CCN(S(=O)(=O)CCNC(=O)c3cccs3)CC2)cc1	-4%	1%	-11%	-5%	-5	.	.	.	-6%
Cc1[nH]n(CCC#N)c(=O)c1CC(=O)N1CCN(c2ccccc2)CC1	-11%	1%	5%	10%	13	-7%	0%	-17%	7%
Cc1ccc(NCc2nnc(SCC(=O)Nc3nnc(C)s3)n2C)cc1	-15%	15%	-2%	-3%	-1	-1%	-21%	-7%	-16%
O=S(=O)(Nc1ccccc1F)c1ccc(Cl)nc1	13%	7%	10%	-8%	4	.	.	.	-2%
O=C(NC(Nc1ncccn1)C(=O)c1ccccc1)c1ccccc1 (stereo not drawn)	-3%	7%	-4%	i	-3	5%	5%	-13%	-14%
COc1ccc(/C=C(/NC(=O)c2ccc([N+](=O)[O-])cc2)C(=O)NC(C)(C)C)cc1	-1%	74%[activator]	22%	11%	-4	2%	1%	-3%	-18%

Sorted by the number under Pol eta inh (largest number first): some entries from above
Compound | Pol eta inh
CCc1ccccc1NC(=O)c1ccc2c(SCC(=O)O)c3c(nc2c1)CCC3 | 7%
Cc1ccc(CO/N=C\Cc2snc(Sc3ncc(C(F)(F)F)cc3Cl)c2C#N)cc1 | -3%
Cc1ccc(CNc2nc(N)c([N+](=O)[O-])c(NCCO)n2)cc1 | -13%

(next part)
SMILES	POLK inh	Pol iota inh	APE1 inh	Tb PGK inh	RXFP1 antagonist	BLM helicase inh	POLB inh	Anesthetic bind	Pol eta inh
Cc1ccc(C)c(OCCCC(C)(C)C(=O)O)c1	-1%	-23%	2%	-2%	-9	-9%	18%	-6%	-7%
CCn1c2c(c(=N)c3c1CCC3)CCC2	-1%	0%	1%	-2%	-9	-4%	-1%	-14%	-15%
Cc1ccc(CN2CCC(CNC(=O)C3CCCN(c4ncnc5c4nc4n5CCCCC4)C3)CC2)cc1 (stereo not drawn)	2%	22%	91%[activator]	i	-11	9%	-1%	-6%	-7%
Cc1ccc(-c2csc(NC(=O)CSc3nc4ccccc4c(=O)n3CCCN(C)C)n2)cc1	1%	104%[activator]	0%	12%	-16	-4%	2%	?	-21%
CCOC(=O)/C=c1\s/c(=C\c2ccc(C(=O)OC)cc2)c(=O)n1CC(=O)Nc1ccccc1	-10%	158%[activator]	13%	-6%	-13	-5%	9%	-5%	-18%
COc1ccc(C(=O)NC2=NCCS2)c(OC)c1	4%	27%	15%	-7%	4	-5%	15%	-18%	-10%
Cc1ccc(NC(=O)CN(C)C(=O)c2cccnc2Nc2cccc(C(F)(F)F)c2)cc1	-6%	51%[activator]	-14%	1%	-4	-20%	?	-10%	-25%
Cc1ccc(NC(=O)COC(=O)c2ccc3c(c2)C(=O)N(CCc2ccccc2)C3=O)c(C)c1	-3%	-14%	-4%	-1%	-14	-9%	0%	0%	-13%
CCOC(=O)c1nn(-c2ccccc2)c(=O)c(C#N)c1C	-5%	12%	4%	2%	1	-5%	8%	1%	4%
CCN(CC(=O)NCCc1ccccc1)S(=O)(=O)c1ccccc1	-8%	49%[activator]	4%	-11%	-15	-1%	30%	0%	-7%
Cn1c(C(=O)N2CCc3ccccc3C2)cc2oc3ccccc3c21	-12%	-8%	-6%	-15%	-22	-4%	-24%	1%	-6%
Cc1csc(NC(=O)CSc2nncs2)n1	-10%	14%	14%	i	-8	.	.	.	3%
Cc1cccc(NC(=O)C(C)Oc2ccc(C)nc2[N+](=O)[O-])c1 (stereo not drawn)	3%	51%[activator]	41%	6%	1	.	.	.	-19%
CCC(=O)Nc1ccc(C(=O)CSc2nnc(-c3cccnc3)o2)cc1	0%	14%	?	-4%	11	-7%	?	-4%	?
CCOC(=O)c1c(-c2ccc3ccccc3c2)csc1NC(=O)CCCC(=O)O	-9%	-10%	-2%	?	-14	.	.	.	4%
COc1cccc(C(=O)O/N=C(\N)c2ccncc2)c1OC	-8%	24%	-6%	-4%	3	1%	11%	-9%	-11%
COC(OC)C12c3ccccc3C(c3ccccc31)C1C(=O)N(c3cccnc3)C(=O)C12 (stereo not drawn)	-19%	69%[activator]	17%	0%	-25	4%	42%	-5%	-8%
C/C(CC(=O)NCc1ccc(Cl)cc1)=N\NC(=O)COc1ccc(C)cc1Br	-11%	8%	45%[activator]	1%	-11	-9%	11%	-18%	4%
C#CCOCCOCCOCCNc1nc(N2CCOCC2)nc(N2CCN(C(=O)[C@H]([C@@H](C)CC)n3cc([C@@H](N)CO)nn3)CC2)n1	0%	-14%	-7%	0%	.	-3%	-9%	1%	-8%
O=C(NCCc1csc(-c2cccnc2)n1)c1cccs1	9%	18%	0%	-1%	0	3%	9%	-4%	-4%
Cc1ccc(C)c(C(=O)CN2C(=O)NC3(CCCCCC3)C2=O)c1	-5%	21%	14%	-2%	-5	.	.	.	-8%
C/C(=C/C(=O)O)C(=O)Nc1cccc(C(F)(F)F)c1	8%	32%	-2%	-1%	-5	-1%	73%	-7%	-3%
CCc1n[nH]c(=S)n1/N=C/c1ccc2c(c1)OCO2	-12%	6%[58.9 µM]	-4%	22%	49	-1%	30%	?	-19%
Fc1ccc(COc2ccc(-c3nnco3)cc2)cc1	2%	29%	-2%	-6%	-8	-4%	-5%	-14%	-14%
CCc1noc(C)c1C(=O)Nc1nc(-c2ccc(Cl)cc2Cl)c(C)s1	2%	-3%	1%	0%	-14	-6%	12%	-11%	-9%
COc1cccc(NC(=O)CN(C)C(=O)c2cccc(S(=O)(=O)N3CCN(c4ccccc4)CC3)c2)c1	-8%	4%	-17%	4%	3	-13%	0%	-8%	-7%

Another view of part of the listing above.
Order of results: POLK inh	Pol iota inh	APE1 inh	Tb PGK inh	RXFP1 antagonist	BLM helicase inh	POLB inh	Anesthetic bind	Pol eta inh
> Cc1ccc(C)c(C(=O)CN2C(=O)NC3(CCCCCC3)C2=O)c1
 : -5%	21%	14%	-2%	-5	.	.	.	-8%
> Fc1ccc(COc2ccc(-c3nnco3)cc2)cc1
 : 2%	29%	-2%	-6%	-8	-4%	-5%	-14%	-14%

Screening data as filed in PubChem BioAssay.

A portion of the library (hit frequency here may not be typical).
